Glioma ERSR ind – induces the endoplasmic reticulum stress response in human glioma cells | U87-MG GRP78 promoter luciferase reporter, 16 h | Potency, µM, without a hit: at the top dose activation, most hits filed as activators | 420,000 tested, 0.02% active; also: potency is read from the fitted curve at half-maximal effect; series mostly up to about 76 µM; % of control where 0% means no effect; nearly all actives have a fitted effect of over 35% in size
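ERSR induction read as luciferase luminescence (Bright-Glo, 10 min at room temperature) in stably transfected human U87-MG glioma cells exposed to compounds for 16 h, using GRP78 as sensor.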
POLI inh – blocks human DNA polymerase iota activity; Q9UNA4; Pol iota fluorescent replication assay, 10 min; Potency, µM (doses to about 115 µM), for inactives: at the highest dose activity, negative = inhibition, hits mostly inhibitors; 390,000 tested, 1% active; also: potency is read from the fitted curve at half-maximal effect
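Fluorescent replication assay read twice, at 0 min and 10 min after adding 50 nM (final) substrate. Enzyme (10 nM) and compounds were first incubated 15 min at room temperature; enzyme-free buffer wells were negative controls.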
APEX1 inh – blocks human APE1 abasic DNA cleavage. P27695. recombinant APE1, TAMRA/BHQ-2 abasic DNA cleavage fluorescence. Potency, µM (titrated, usually from 65.8 µM), for inactives: at the highest dose activity change, negative = inhibition, actives largely listed as inhibitors. 350,000 tested, 0.35% active;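 also: potency is read from the fitted curve at half-maximal effect; plate controls were vehicle for no effect and reference inhibitor for full effect; nearly all actives have a fitted effect of over 55% in size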
Target sequence (P27695 whole entry, looked up): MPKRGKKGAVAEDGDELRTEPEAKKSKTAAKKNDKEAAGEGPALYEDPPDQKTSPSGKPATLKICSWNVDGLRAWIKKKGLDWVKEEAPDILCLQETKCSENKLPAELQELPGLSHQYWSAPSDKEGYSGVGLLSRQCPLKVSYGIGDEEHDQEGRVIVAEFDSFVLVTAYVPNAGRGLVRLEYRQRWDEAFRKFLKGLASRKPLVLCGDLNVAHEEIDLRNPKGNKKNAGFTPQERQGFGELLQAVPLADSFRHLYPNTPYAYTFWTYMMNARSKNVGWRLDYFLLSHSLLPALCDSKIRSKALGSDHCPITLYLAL
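0.75 nM APE1 + cpd, 15 min RT; start w/ 50 nM TAMRA/BHQ-2 THF-abasic dsDNA; kinetic fluor 525/598 nm ×3 reads @60 s; Δ(read3−read1); normalized to DMSO and NSC13755 control wells.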
Apoferritin bind – candidate novel general anesthetic via apoferritin binding | P02791 | apoferritin/1-aminoanthracene competitive binding, fluorescence | Potency, µM (series often up to 77.5 µM), without a hit: top-dose activity change, negative = displacement, usual class: inhibitors | 350,000 tested, 0.074% active; also: potency is read from the fitted curve at half-maximal effect; % is scaled to controls: 0 for no effect and ±100 for the full control effect; nearly all actives have a fitted effect of over 20% in size
Target sequence (P02791 2-175 limits assumed): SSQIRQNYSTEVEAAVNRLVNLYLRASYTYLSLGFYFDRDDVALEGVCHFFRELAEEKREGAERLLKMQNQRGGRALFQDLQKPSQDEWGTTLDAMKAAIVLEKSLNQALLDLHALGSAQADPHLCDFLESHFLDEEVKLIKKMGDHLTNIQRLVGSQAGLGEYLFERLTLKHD
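Horse-spleen apoferritin (10 uM) in 50% saturated 1-aminoanthracene in PBS was incubated 10 min at room temperature with compound. Fluorescence (ex 380, em 535 nm) was normalized to free and bound 1-AMA, with concentration-response fitted by a four-parameter Hill equation.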
LDHA block – inhibitors of human lactate dehydrogenase A; AID 1347041; 480,000 tested, 0.15% active; purified LDHA, NADH/diaphorase-resazurin fluorescence; hits give low values; P00338; activity change, % (values are at about 110 or 230 µM); in the data active = activity change below about -30%; inconclusive = mostly about -25% to -30%;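 also: plate controls were DMSO wells for no effect and wells without enzyme for full effect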
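Resorufin fluorescence (ex540/em590), read at 0 and 20 min after diaphorase/resazurin addition, reports the NADH left after a 5 min room-temperature reaction of 2 nM human LDH5 with 0.06 mM NADH and 0.2 mM pyruvate.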
POLH inh – DNA polymerase eta (human) inhibition; Q9Y253; recombinant Pol eta, fluorescent DNA replication assay; Potency, µM (doses to about 114 µM), for the others: at the highest dose activity change, negative = inhibition, hits mostly inhibitors; 390,000 tested, 1.2% active; AID 588591; also: potency is read from the fitted curve at half-maximal effect; % is scaled to controls: 0 for no effect and ±100 for the full control effect
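Pol eta (10 nM) was preincubated with compounds for 15 min at room temperature, after which fluorescent replication substrate (50 nM final) was added to start the reaction. Fluorescence was read kinetically at 0 and 10 min.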
Pol kappa inh – blocks human DNA polymerase kappa activity; purified Pol kappa, fluorescent DNA synthesis assay, 10 min; AID 588579; Q9UBT6; Potency, µM (series often up to 107 µM), for inactives: at the highest dose activity, negative = inhibition, most hits filed as inhibitors; 400,000 tested, 0.53% active; also: potency is read from the fitted curve at half-maximal effect; % is scaled to controls: 0 for no effect and ±100 for the full control effect
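Kinetic fluorescence screen: compound preincubated 15 min RT with 10 nM enzyme; 50 nM substrate (final) initiates; reads at 0/10 min.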
Pol beta inh – inhibitors of human DNA polymerase beta | Potency, µM (titrated, usually from 114 µM), without a hit: top-dose activity change, negative = inhibition, usual class: inhibitors | 340,000 tested, 1.3% active | P06746 | AID 485314 | Pol beta primer extension/strand displacement, fluorescence kinetic; also: potency is read from the fitted curve at half-maximal effect; % is scaled to controls: 0 for no effect and ±100 for the full control effect
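Homogeneous kinetic assay of primer extension and strand displacement by 10 nM Pol beta, preincubated 15 min at room temperature with compound before 50 nM substrate (final) was added. Read at 0 and 10 min; four-parameter Hill fit.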
BLM inh – blocks DNA unwinding by human BLM helicase; P54132; recombinant BLM DNA unwinding, fluorescence dequenching; Potency, µM (doses to about 56.1 µM), inactives show top-dose activity change, negative = inhibition, hits mostly inhibitors; 350,000 tested, 0.2% active; AID 2528;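 also: potency is read from the fitted curve at half-maximal effect; plate controls were vehicle for no effect and no enzyme for full effect; nearly all actives have a fitted effect of over 35% in size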
Starred values were filed as active, the others as inactive; ? = inconclusive; nt = not tested or not shown; & = joins results of further samples; [ ] = another dose, or the depositor's remark. Unless noted, calls follow the shape of the dose curve; as a rule, active = well fitted curve in the direction sought with a large enough effect; inconclusive = small, poorly fitted or top-dose-only effect, or another doubt; inactive = no such curve, though single readings can be large; an effect the other way counts as inactive or inconclusive.

Field names – A = Glioma ERSR ind; B = POLI inh; C = APEX1 inh; D = Apoferritin bind; E = LDHA block; F = POLH inh; G = Pol kappa inh; H = Pol beta inh; I = BLM inh
> CC1(C)CC(=O)C(C=NCC(O)c2ccccc2)=C(O)C1 (stereo not given)
  A: -4%; B: 7%; C: 13%; D: 7%; E: -4; F: -19%; G: -2%; H: 19%; I: -1%

> CCC(C)NC(=O)CN1C(=O)NC2NC(=O)NC21 (stereo not given)
  A: 3%; B: 2%; C: 7%; D: -8%; E: -3; F: -22%; G: -6%; H: 27%; I: -2%

> O=C(Cc1cccc(C(F)(F)F)c1)Nc1ccccc1
  A: 4%; B: 81%[activator]; C: 23%; D: -12%; E: -3; F: -3%; G: -5%; H: 12%; I: -4%

> COc1cc(-c2nnc(CSc3nnc(Nc4ccc(Oc5ccccc5)cc4)s3)o2)cc(OC)c1OC
  A: -2%; B: 5%; C: -3%; D: -8%; E: -9; F: -5%; G: -15%; H: 1%; I: -2%

> CCn1ccc2cc(S(=O)(=O)N3CCCN(C(=O)NCC(=O)OC)CC3)ccc21
  A: -2%; B: -2%; C: nt; D: -1%; E: 0; F: -11%; G: -2%[60.1 µM]; H: 11%; I: -1%

> CCOC(=O)C(=O)N1CCN(c2cc3c(cc2[N+](=O)[O-])n(C)c(=O)n3C)CC1
  A: -2%; B: 175%[activator]; C: -2%; D: -12%; E: -4; F: -18%; G: -17%; H: -1%; I: 0%

> c1ccc(OCCOCCN2CCOCC2)cc1
  A: -3%; B: 28%; C: 1%; D: -2%; E: -3; F: 5%; G: ?; H: 7%; I: 1%

> O=C(CSc1nnnn1-c1cccc2ccccc12)Nc1ccc(C(=O)O)cc1
  A: 0%; B: 8%; C: 8%; D: 0%; E: -7&-1; F: -12%; G: -7%; H: 31%; I: -1%

> CCCC(O)(c1ccccc1)C(CN1CCOCC1)c1ccccc1 (stereo not given)
  A: -2%; B: ?; C: -9%; D: -9%; E: -1; F: -14%; G: -4%; H: 5%; I: -3%

> CS(=O)(=O)c1ccc2nc(NC(=O)c3ccc(Cn4cc(Br)cn4)o3)sc2c1
  A: -3%; B: ?; C: -9%; D: -12%; E: -10; F: ?; G: -41%; H: ?; I: -3%

> CN(/N=C/c1cccs1)c1cc(=O)n(C)c(=O)[nH]1
  A: 3%; B: 3%; C: -4%; D: -4%; E: 10; F: -20%; G: -10%; H: 5%; I: 0%

> CC(C)OCCCNC(=O)c1cc2c(-c3ccc(Cl)cc3)nn(C)c2s1
  A: -2%; B: ?; C: nt; D: 5%; E: -5; F: -6%; G: -9%; H: ?; I: 2%

> CCc1ccc(NC(=O)CSc2nnnn2C)cc1
  A: -2%; B: 10%; C: 34%; D: -10%; E: 1; F: -5%; G: 12%; H: 3%; I: 0%

> C/C=C/C(=O)OCC(=O)Nc1ccc(OC)c(OC)c1
  A: 2%; B: 8%; C: 2%; D: 0%; E: -3; F: -15%; G: -5%; H: -2%; I: -2%

> O=C(NCc1ccccn1)/C(=C/c1ccco1)NC(=O)c1ccccc1
  A: -4%; B: 19%; C: 2%; D: -11%; E: 0; F: -24%; G: 0%; H: 29%; I: -1%

> O=C(COC(=O)/C=C/c1ccc(Cl)cc1Cl)Nc1cc(C(F)(F)F)ccc1N1CCOCC1
  A: -5%; B: 0%; C: 7%; D: 5%; E: -6; F: -15%; G: -5%; H: 52%; I: -1%

> COc1ccc(-n2c(CN3CCN(C)CC3)nc3ccc([N+](=O)[O-])cc3c2=O)c(OC)c1
  A: -8%; B: -2%; C: 14%; D: -18%; E: 1; F: -9%; G: -8%; H: 6%; I: 2%

> CCOc1ccc(-n2c(=S)sc3c(=O)[nH]c(SCC(=O)NCc4ccco4)nc32)cc1
  A: -4%; B: ?; C: ?; D: -12%; E: 6; F: 56µM*; G: -32%; H: 35µM*; I: -4%

> Cc1cccc(N2CCN(C(=O)c3cc4c(=O)n(C)c5ccccc5c4s3)CC2C)c1 (stereo not given)
  A: -3%; B: 10%; C: nt; D: -6%; E: -6; F: -5%; G: 6%; H: 1%; I: -1%

> O=[N+]([O-])c1cccnc1Sc1n[nH]c(-c2ccc(Cl)cc2)n1
  A: 6%; B: ?; C: -2%; D: 4%; E: 1; F: -6%; G: -3%; H: 7%; I: -6%

> CCN(CC)c1ccc(NC(=O)CN(C)Cc2cccs2)cc1
  A: 1%; B: -12%; C: 14%; D: -11%; E: 26; F: 2%; G: -10%; H: -2%; I: -6%

> O=C1CN(C(=O)/C=C/c2cc(Br)ccc2F)CCN1
  A: 0%; B: 36%[activator]; C: 35%; D: -8%; E: -4; F: -15%; G: 10%; H: -8%; I: -2%

> COc1ccc(Cl)cc1NS(=O)(=O)c1cccc(C(=O)NCC2(N(C)C)CCCCC2)c1
  A: -3%; B: 5%; C: -13%; D: -12%; E: -4; F: -2%; G: -15%; H: -26%; I: 0%

> Cc1ccc(S(=O)(=O)Nc2ccc(NC(=O)c3cccnc3)cc2)cc1
  A: -1%; B: 107%[activator]; C: 1%; D: ?; E: -13; F: -2%; G: -5%; H: 19%; I: 0%

> Oc1ccc(/C=N/N2CCN(Cc3ccccc3)CC2)cc1
  A: 8%; B: -11%; C: 14%; D: -2%; E: -11; F: 4%; G: -7%; H: -1%; I: -4%

> COc1ccc(CN2C(=O)/C(=C/c3ccc(-c4ccc(Cl)c(C(=O)O)c4)o3)SC2=S)cc1
  A: nt; B: nt; C: ?; D: -7%; E: nt; F: nt; G: nt; H: ?; I: 2%

> c1ccc(Cn2ncc3c(N4CCOCC4)ncnc32)cc1
  A: 1%; B: 21%; C: 18%; D: 2%; E: 0; F: 6%; G: -16%; H: 8%; I: 4%

> COc1cc(C(=O)N(CCN(C)C)CC2CCCN(Cc3ccccc3F)C2)ccc1C (stereo not given)
  A: -3%; B: 9%; C: 0%; D: -5%; E: -1; F: -11%; G: 8%; H: 14%; I: -11%

> Cc1cc(OC(=O)c2cccc(F)c2)c([N+](=O)[O-])c(=O)[nH]1
  A: 1%; B: ?; C: 13%; D: -8%; E: -1; F: -9%; G: -3%; H: 6%; I: 3%

> FC(F)(F)c1cccc(Cc2noc(CN(Cc3ccccn3)CC3CCCO3)n2)c1 (stereo not given)
  A: -1%; B: -5%; C: 1%; D: -12%; E: -1; F: -30%; G: -5%; H: -10%; I: -6%

Reformatted: entries from further up.
Each structure is followed by: Glioma ERSR ind | POLI inh | APEX1 inh | Apoferritin bind | LDHA block | POLH inh | Pol kappa inh | Pol beta inh | BLM inh
- CCn1ccc2cc(S(=O)(=O)N3CCCN(C(=O)NCC(=O)OC)CC3)ccc21
 : -2% | -2% | nt | -1% | 0 | -11% | -2%[60.1 µM] | 11% | -1%
- CCC(C)NC(=O)CN1C(=O)NC2NC(=O)NC21 (stereo not given)
 : 3% | 2% | 7% | -8% | -3 | -22% | -6% | 27% | -2%
- COc1ccc(Cl)cc1NS(=O)(=O)c1cccc(C(=O)NCC2(N(C)C)CCCCC2)c1
 : -3% | 5% | -13% | -12% | -4 | -2% | -15% | -26% | 0%

New compounds follow
Field names – A = Glioma ERSR ind; B = POLI inh; C = APEX1 inh; D = Apoferritin bind; E = LDHA block; F = POLH inh; G = Pol kappa inh; H = Pol beta inh; I = BLM inh
> COc1cccc(NC(=O)CS(=O)(=O)c2cn(CC(=O)N3CCOCC3)c3ccccc23)c1
  A: 0%; B: 6%; C: -2%; D: -4%; E: -1; F: -6%; G: 15%; H: -1%; I: 1%

> CC(=O)N1CCCC(C(=O)c2ccc(Oc3ccccc3)cc2)C1 (stereo not given)
  A: 3%; B: -12%; C: 2%; D: ?; E: -3; F: -6%; G: -10%; H: 17%; I: -2%

> CCOc1ccc(N=C2NC(=O)CS2)cc1
  A: -3%; B: -5%; C: 18%; D: -5%; E: -12; F: -6%; G: 0%; H: 0%; I: -3%

> CCOc1ccc2oc(C(=O)OCC(=O)N3C(C)CCCC3C)c(C)c2c1 (stereo not given)
  A: -3%; B: 35%; C: 18%; D: nt; E: -5; F: -25%; G: -2%; H: nt; I: nt

> COc1ccc(-n2c(C)cc(/C=C3\C(=N)N4N=C(CC(=O)N5CCOCC5)SC4=NC3=O)c2C)c(OC)c1
  A: -3%; B: 45µM*; C: -13%; D: 0%; E: -2; F: 40µM*; G: ?; H: ?; I: -28%

> COCc1nnc(NC(=O)C2CCN(C(=O)c3ccco3)CC2)s1
  A: -4%; B: 75%[activator]; C: 63%[activator]; D: 21%; E: -5; F: -14%; G: -1%; H: 11%; I: 2%

> COc1cc(OC)cc(OCC(O)Cn2ccnc2C)c1 (stereo not given)
  A: -7%; B: 15%; C: 2%; D: -11%; E: 3; F: 1%; G: -6%; H: 0%; I: -8%

> CC(=O)c1c(O)cc(=O)oc1-c1ccc(C)cc1
  A: -3%; B: 72%[activator]; C: nt; D: nt; E: 3; F: -16%; G: 0%; H: nt; I: nt

> CSc1ccc(C(=O)C2CCCN(C(=O)c3cccnc3SC)C2)cc1 (stereo not given)
  A: -3%; B: -8%; C: 3%; D: -16%; E: -1; F: -5%; G: 2%; H: -9%; I: -3%

> CSCCC(NC(=O)COc1ccccc1)C(=O)N1CCN(c2ccccc2O)CC1 (stereo not given)
  A: -2%; B: 29%; C: 14%; D: nt; E: -1; F: -23%; G: 1%; H: nt; I: nt

> COC(=O)CSc1nc(C)cc(C(F)(F)F)c1C#N
  A: -3%; B: 6%; C: -2%; D: -16%; E: -9; F: -6%; G: -11%; H: 5%; I: -4%

Sorted by value in Pol beta inh (rising): some entries from above
| structure | Pol beta inh |
| --- | --- |
| COc1cc(OC)cc(OCC(O)Cn2ccnc2C)c1 (stereo not given) | 0% |
| COCc1nnc(NC(=O)C2CCN(C(=O)c3ccco3)CC2)s1 | 11% |
| CC(=O)N1CCCC(C(=O)c2ccc(Oc3ccccc3)cc2)C1 (stereo not given) | 17% |

An excerpt. The share of hits here may be higher or lower than overall.
